Bioassay records (PubChem)
NPY2 pot ag = potentiators or agonists of human neuropeptide Y receptor Y2; P49146; cells expressing NPY-Y2, potentiator/agonist read-out; activation, % at 3.6 µM; 220,000 tested, 0.45% active; AID 1359; in the data active = activation above about 27%;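 also: cells stimulated with NPY near EC25 plus isoproterenol at EC100; 0% = vehicle plus submaximal agonist and 100% = vehicle plus saturating agonist; some results beyond the cut were filed as inactive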
NPY-Y1 PAM-ag = human NPY-Y1 potentiation or agonism, primary screen | P25929 | NPY-Y1 expressing cells, potentiator/agonist activation | activation, % at 3.6 µM | 220,000 tested, 0.37% active | AID 1304; in the data active = activation above about 33%, passing the limit was not always enough;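 also: cells stimulated with NPY at EC10 then isoproterenol at EC100; 0% = low agonist plus stimulus and 100% = saturating agonist plus stimulus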
Target sequence (P25929 whole entry, looked up): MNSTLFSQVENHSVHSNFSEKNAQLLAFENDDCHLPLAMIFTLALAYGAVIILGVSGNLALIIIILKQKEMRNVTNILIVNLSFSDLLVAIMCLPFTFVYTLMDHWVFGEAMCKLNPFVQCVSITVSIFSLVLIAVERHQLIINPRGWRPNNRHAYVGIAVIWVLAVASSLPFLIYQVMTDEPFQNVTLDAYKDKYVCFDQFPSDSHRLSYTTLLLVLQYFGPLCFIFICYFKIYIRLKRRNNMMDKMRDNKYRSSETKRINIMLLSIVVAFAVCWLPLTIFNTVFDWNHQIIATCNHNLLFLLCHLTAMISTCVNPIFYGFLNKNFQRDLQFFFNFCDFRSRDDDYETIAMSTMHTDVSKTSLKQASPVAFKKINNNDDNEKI
EP2 mod = modulates human prostaglandin E2 receptor EP2 signaling. AID 940. 260,000 tested, 0.83% active. induction, % at 25 µM. P43116. EP2-expressing cells, cAMP HTRF FRET, PGE2 co-stimulation;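 active = compounds whose cAMP rise, as percent of the full-agonist control response, exceeds 60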;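 also: rat C6 glioma line stably carrying human EP2 under a CMV promoter; the protocol text gives 20 µM as final concentration; 100% = response of wells given 1 µM PGE2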
Target sequence (P43116 whole entry, looked up): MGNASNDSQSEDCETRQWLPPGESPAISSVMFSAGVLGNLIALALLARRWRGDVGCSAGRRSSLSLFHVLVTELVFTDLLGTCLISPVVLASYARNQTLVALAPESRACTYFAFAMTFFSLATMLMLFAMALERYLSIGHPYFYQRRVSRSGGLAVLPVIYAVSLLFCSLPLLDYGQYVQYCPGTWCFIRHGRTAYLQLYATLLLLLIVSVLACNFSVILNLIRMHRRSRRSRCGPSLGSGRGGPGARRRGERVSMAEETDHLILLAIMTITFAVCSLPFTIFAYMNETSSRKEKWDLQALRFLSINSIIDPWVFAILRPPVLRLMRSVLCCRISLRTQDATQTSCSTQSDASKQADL
PGE2 EP2 inh = blocks the human prostaglandin E2 receptor EP2; 260,000 tested, 0.52% active; C6 glioma cells expressing human EP2, cAMP TR-FRET; cells stimulated with saturating PGE2; inhibition, % at 25 µM; P43116; AID 1422;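 active = percent inhibition above 40 after rounding to a whole number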;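 also: rat C6 glioma host cells with rolipram phosphodiesterase inhibitor present; the protocol text gives 20 µM as final concentration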
S1P4 antagonist = antagonists of human S1P4 receptor; S1P4-expressing cells, antagonist mode, reporter read-out; 220,000 tested, 0.26% active; inhibition, % at 4.98 µM; O95977; in the data active = inhibition above about 29%;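 also: 0% = wells stimulated with agonist and 100% = vehicle wells without agonist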
Target sequence (O95977 whole entry, looked up): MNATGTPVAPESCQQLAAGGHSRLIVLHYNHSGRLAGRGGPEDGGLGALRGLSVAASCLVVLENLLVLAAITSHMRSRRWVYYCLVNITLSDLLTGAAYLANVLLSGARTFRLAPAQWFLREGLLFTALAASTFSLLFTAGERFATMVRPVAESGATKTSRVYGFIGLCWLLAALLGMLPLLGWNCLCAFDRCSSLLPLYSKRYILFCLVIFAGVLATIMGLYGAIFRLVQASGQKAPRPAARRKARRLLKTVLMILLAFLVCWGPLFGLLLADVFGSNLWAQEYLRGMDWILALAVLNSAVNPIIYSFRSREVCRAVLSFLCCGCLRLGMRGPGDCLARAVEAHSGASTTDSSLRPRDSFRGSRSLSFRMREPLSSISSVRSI
p97 ATPase inh = human p97 ATPase inhibition | P55072 | recombinant p97 ATPase, Kinase-Glo ATP luminescence, 3 h | inhibition, % at 8 µM | 220,000 tested, 0.42% active | AID 1481; in the data active = inhibition above about 15%;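 also: 0% = DMSO vehicle and 100% = wells lacking enzyme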
S1P4 agonist = agonists of human S1P4 receptor; activation, % at 4.98 µM; 220,000 tested, 0.35% active; O95977; S1P4-expressing cell line, agonist reporter assay; AID 1509; in the data active = activation above about 11%;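 also: 0% = DMSO vehicle and 100% = reference agonist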
eIF4E-4G inh = eIF4E/eIF4G interaction inhibition in translation initiation | TR-FRET eIF4E-eIF4GI(517-606) binding, 2 h | inhibition, % at 21.7 µM | P63073+Q04637 | 220,000 tested, 0.37% active;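 active = inhibition above about 30%, limit read from the data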;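 also: 0% = full FRET control wells and 100% = background wells lacking eIF4GI fragment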
NPY Y1 blocker = antagonists of human neuropeptide Y receptor Y1. P25929. HEK293-CNG Y1 cells, membrane potential fluorescence; NPY at EC95, then isoproterenol. inhibition, % at 3.6 µM. 200,000 tested, 1% active;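 active = inhibition above the campaign mean inhibition of all tested compounds plus 3 SD, cut at about 20% in these data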;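 also: 0% = DMSO wells given NPY plus isoproterenol and 100% = isoproterenol alone without NPY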
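Material: HEK293 Y1/CNG channel cell line | Also added: NPY (25 nM), isoproterenol (1 µM), Ro 20-1724 (25 µM) | Compound: One concentration, 3.6 µM, in 0.4% DMSO | Schedule: 3 h dye uptake, 1 h room-temperature compound, 45 min post-isoproterenol | Signal: Membrane-potential fluorescent dye readout | Read-out: % inhibition of NPY effect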
Numbers without * were called inactive; nt = not tested or not shown; & = joins results of further samples; [ ] = dose if it differs, or a comment. Some of the compounds tested; the hit share may differ from the screen's.

SMILES	NPY2 pot ag	NPY-Y1 PAM-ag	EP2 mod	PGE2 EP2 inh	S1P4 antagonist	p97 ATPase inh	S1P4 agonist	eIF4E-4G inh	NPY Y1 blocker
CN1CCc2c(sc(NC(=O)c3ccc(S(=O)(=O)N4CCOCC4)cc3)c2C(N)=O)C1	-2	5	9	10	-2	7	-1.1	0	3
c1cc(-c2nn[nH]n2)ccc1CN1CCCCC1	13	12	10	12	-6	6	0.7	-3	0
Cc1cccc(OCc2n[nH]c(=S)o2)c1C	-23	-13	-87&28	8&5	1	0	-0.6	1	8
CC1CCC/C(=C\Nc2ccc(C(=O)O)c(O)c2)C1=O (configuration not stated)	-5	31	10	10	5	9	-0.4	-5	nt
COc1ccc(C2NC(=S)NC(C)=C2C(=O)N2CCOCC2)cc1 (configuration not stated)	-1	-7	-13	1	-1	-9	0.5	-3	2
Cc1ccc(C2/C(=C(/O)c3ccc(OC(C)C)cc3)C(=O)C(=O)N2CCN2CCOCC2)cc1 (configuration not stated)	6	10	15	15	-4	1	2.0	3	5
Cn1cnnc1SCC(=O)Nc1ccccc1Oc1ccccc1	-4	0	31	2	-1	5	-0.7	-1	3
CCNC(=S)N/N=C/c1cc(C)n(-c2ccc(Cl)cc2)c1C	-15	-17	23	24	2	0	2.4	-1	6
CC(=O)Nc1cc(C(=O)NCc2ccco2)ccc1Sc1ccc(Cl)cc1	4	-10	-46	4	-5	7	-0.8	-3	5
Cc1[nH]nc2c1C(c1ccsc1)C1=C(CC(C)(C)CC1=O)N2 (configuration not stated)	0	26	30	7	-1	-1	0.6	1	-2
O=C(CSc1nccc(=O)[nH]1)N1CCc2ccccc2C1	2	16	5	5	-12	-2	0.8	1	3
NNC(=O)c1csc(CS(=O)(=O)c2ccc(Cl)cc2)n1	-10	15	-45	1	-13	-3	0.1	2	nt
Cc1cc(Sc2ncnc(N)c2[N+](=O)[O-])ncn1	17	14	-53	18	9	5	-1.3	-1	0
CCCCc1cc(O)c(CCCC)c(O)c1	14	19	-44	19	-5	1	2.0	-4	-6
Nc1nc(NC(=O)c2ccccc2)nn1-c1ccccc1	-16	-31	15	3	-2	0	1.0	4[fluorescence artefact?]	-5
CN1CCN(CCC(=O)Nc2ccc(C3CCCC3)cc2)CC1	2	3	-14	6	-26	1	-0.2	0	-4
CCC(C)(C(=O)NC1CCCC1)N(Cc1cccs1)C(=O)c1ccccn1 (configuration not stated)	-5	-18	31	4	9	2	-0.7	-3	16
CCC(C)NC(=S)N1CCN(C(c2ccccc2)c2ccccc2)CC1 (configuration not stated)	5	0	33	3	-10	-8	0.0	-9	-2
CCN(CC)C(=O)c1ccccc1NC(=O)CN1C(=O)c2ccccc2C1=O	0	11	23	0	-3	2	-0.5	6	2
O=S1(=O)N=C(Oc2ccccc2)c2ccccc21	-1	14	21	10	-22	8	0.3	5[fluorescence artefact?]	10
Nc1[nH]c(N=NC(=O)c2ccc(F)cc2)c2ccccc12	1	-22	-6	7	-16	-5	-1.2	-1	8
O=C(Cc1ccccc1F)Nc1nc2ccccc2[nH]1	17	12	-26	8	19	0	1.0	-7	0
O=C(Nc1nc2ccc(F)cc2s1)c1ccccn1	15	25	-62	9	5	-16	0.1	2	-1
O=C(c1ccc(CNc2c(N3CCCC3)c(=O)c2=O)cc1)N1CCc2ccccc2C1	1	-5	25	12	-1	1	-1.4	0	-4
CCc1ccc2nc(SCC(=O)Nc3nnc(C)s3)c(C)cc2c1	1	20	-3	13	2	5	2.2	-5	-2
COc1ccc(NS(=O)(=O)c2cccc(C(=O)N/N=C(\C)c3ccncc3)c2)cc1	-1	-9	-38	5	-8	4	-0.1	-5	1
Cc1cc(-c2n[nH]c(=S)n2/N=C/c2ccco2)n[nH]1	7	12	6	5	-2	6	0.3	0	nt
Cc1cc(C(=O)NCC(=O)OCC(=O)NCCc2ccccc2)ccc1[N+](=O)[O-]	-4	-4	6	7	-8	1	-0.5	-4	4
Nc1nc(NCc2ccccc2)nc(NCCO)c1[N+](=O)[O-]	10	17	22	10	-6	7	0.2	0	nt
COC(=O)c1ccc2nc(NC(=O)CN3C(=O)CCC3=O)sc2c1	9	7	-15	8	-6	4	0.8	1	-6
O=C1CS/C(=C/C(=O)c2ccccc2)N1	-3	3	-14	7	15	7	-0.9	-7	6
Cc1ccnc(NC(=S)NC(=O)c2cccs2)c1	1	10	13	3	-19	3	1.3	5	-2
Cc1sc(N)nc1-c1ccccc1	-12	-7	22	7	12	-1	-0.8	-3	1
Cc1cc(NCc2cccnc2)no1	22	5	11	11	11	11	-1.0	1	nt
O=C(Nc1ccc(Cl)c(Cl)c1)N1CC=C(c2ccccc2)CC1	-3	-17	-50	16	-2	3	-1.0	0	14
CCOCc1[nH]c(=S)[nH]c(=O)c1Cc1ccc(OCC)cc1	-5	3	16	9	-14	4	0.2	-4	-1
O=c1c2ccsc2ncn1Cc1ccccc1F	10	5	30	14	-4	3	0.1	6	2
O=C(O)COc1cccc(NC(=O)c2ccccc2)c1	5	-6	96*	7	-26	3	1.5	-1[fluorescence artefact?]	1
N#CC1(C#N)C(c2ccccc2)OC23CCCCCC2C1(C#N)C(=N)O3 (configuration not stated)	9	-17	1	4	11	2	0.3	1	-1
CSc1nsc(SC)c1C(=O)Nc1ccc(Cl)cc1	-29	0	36	17	-3	5	1.4	-4	nt
NC(=O)c1ccc(NC(=O)COC(=O)c2cc(S(=O)(=O)N3CCOCC3)ccc2N2CCCCC2)cc1	-2	13	-24	9	0	6	-0.4	-3	nt
Cc1cccc(NC(=O)/C=C/c2ccc([N+](=O)[O-])s2)c1	8	-5	4	3	-5	3	0.6	5[fluorescence artefact?]	3
Cc1ccc(NC(=O)COC(=O)CCc2nc3ccccc3c(=O)[nH]2)c(Br)c1	8	-2	15	11	-11	3	1.4	-1	0
NC(=O)[C@H](Cc1cc2ccccc2s1)NC(=O)[C@@H]1CC2(CC(c3cccc(NC(=O)[C@@H]4CCC(=O)N4)c3)=NO2)CN1C(=O)c1ccccc1 (some centres not stated)	-8	8	-1	10	10	3	0.4	-6	-1
Cc1cccc(C)c1OCC(=O)OCC(=O)c1ccc2c(c1)NC(=O)CO2	1	3	24	12	-15	4	-1.1	0	4
CCN1CCN(Cc2nc3c(c(=O)[nH]c(=O)n3C)n2Cc2ccccc2Cl)CC1	-12	1	nt	10	1	-7	-2.9	nt	-3
CCOC(=O)C1CCCN(CC(=O)NC2=Nc3ccccc3N=C(C)C2c2ccccc2)C1 (configuration not stated)	8	-5	-8	15	1	-1	-1.5	4	0
c1ccc(CCNC2=NCCCS2)cc1	-6	1	0	9	1	2	1.0	-4	-1
CCC/C(=N\NC(=O)c1cccc(C)c1)c1ccccc1	2	-9	29	7	-13	5	0.6	-9[fluorescence artefact?]	2
S=C(c1ccc(-c2ccccc2Cl)o1)N1CCCCC1	-9	-1	7	7	-6	2	0.9	0[fluorescence artefact?]	2
CCOc1c2ccc(C(=O)NCc3ccc(C)cc3)cc2nn1CCOC	-9	-10	-22	10	3	2	0.4	-2	2
[O-]/C(=C(\C(=S)NCc1ccccc1)[n+]1ccccc1)c1ccc(Cl)s1	-1	12	-62	5	-16	3	2.5	-1	3
CCC(Cc1ccccc1)NC(=O)CN1C(=O)CSc2ncccc21 (configuration not stated)	2	11	10	13	-16	-3	0.4	3[fluorescence artefact?]	8
Clc1cccc(-c2nc3nc4ccccc4nc3n2Cc2ccco2)c1	4	-7	47	15	11	5	-1.5	-3	8
CCc1ccc(NC(=O)C(=O)N/N=C(\C)CC(=O)Nc2ccc(OC)cc2)cc1	1	-17	-1	6	-1	1	-0.2	-3	-2
COC(=O)c1cc2c(-c3ccccc3)cc3ccccn3c-2c1C(=O)OC	-25	-10	7	16	6	-2	0.0	-27	9
COC(=O)CN(c1ccc(C)cc1)S(=O)(=O)c1ccc2c(c1)n(C)c(=O)c(=O)n2C	13	5	37	14	6	-5	-1.2	6	3
O=C(NCc1cn2ccccc2n1)c1ccco1	4	-3	1	12	-7	-3	1.4	3	-2
COc1cc(/C=C(\C#N)c2nc3ccc(C)cc3[nH]2)c([N+](=O)[O-])cc1OC	-14	7	-26	33	-5	2	-0.7	1[fluorescence artefact?]	5
CCCC[C@@H]1CNC(=S)N1CCc1cccc2ccccc12	-25	9	51	0	-11	2	1.4	-2	2
(more compounds)
SMILES	NPY2 pot ag	NPY-Y1 PAM-ag	EP2 mod	PGE2 EP2 inh	S1P4 antagonist	p97 ATPase inh	S1P4 agonist	eIF4E-4G inh	NPY Y1 blocker
O=C(N/N=C/c1ccccn1)c1c[nH]c2ccccc12	18	7	-33	14	-8	10	0.8	-8	nt
COc1cc([N+](=O)[O-])ccc1N1C(=O)C2C3C=CC(C4CC34)C2C1=O (configuration not stated)	3	8	-51	4	5	3	0.1	2	5
Nc1cc(N)nc(SCC(=O)Nc2ccc3c(c2)OCCCO3)n1	10	-8	-5	6	1	9	0.8	4	-3
Cc1c(N=NC2=C(O)CC(C)(C)CC2=O)cc2c(c1[N+](=O)[O-])C(C)(C)CC2(C)C	18	15	-1	0	1	0	0.2	-2	nt
CC(C)CNC(=O)COC(=O)c1cc(S(=O)(=O)N2CCCCC2)ccc1N1CCOCC1	-5	1	1	12	-9	4	0.2	-4	-4
CSCCC(NC(=O)C1CCC(C)CC1)C(=O)NCCN1CCC(C)CC1 (configuration not stated)	10	-3	-30	5	-1	3	0.7	0	-4
Cc1cc2cc(CNS(=O)(=O)c3ccccc3)ccc2n1C	8	-10	24	12	-6	0	-0.9	-5	1
Cc1noc(/C=C/c2ccco2)c1S(=O)(=O)N1CCC(C(=O)Nc2ccc(Cl)cn2)CC1	8	5	-11	6	-18	5	-0.2	-1[fluorescence artefact?]	-5
CCCc1nc2oc(C(=O)OCC)c(N)c2c2c1COC(C)(C)C2	1	0	nt	7	-4	3	-2.2	nt	6
CCOC(=O)C(O)(CC(=O)c1ccc(Cl)cc1)C(=O)OCC	1	7	-9	5	-5	2	0.6	-2	-4
CC(NC(=O)COC(=O)/C(=C/c1cccs1)c1cccs1)c1ccccc1 (configuration not stated)	-10	-13	15	3	-6	-9	0.8	-2	0
O=S(=O)(c1cccs1)N1CN(Cc2ccco2)c2nc3ccccc3nc21	11	-19	10	9	9	5	0.0	4	nt
CCSc1nnc([C@H](Cc2ccccc2)NC(=O)OC(C)(C)C)o1	-3	-12	-8	2	-12	1	2.6	2	7
CCOc1ccc(N(CC(=O)NC2CCCC2)S(=O)(=O)c2c(C)[nH]c(=O)[nH]c2=O)cc1	1	6	-1	5	-5	-2	4.3	1	0
Cc1cc(C)cc(N(C(=O)c2csnn2)C(C(=O)NC(C)(C)C)c2ccccn2)c1 (configuration not stated)	2	-3	-13	4	-19	-3	0.9	2	-2
CCc1nnc(NC(=O)C2CC(=O)N(c3ccc4c(c3)OCCO4)C2)s1 (configuration not stated)	3	-3	10	3	-19	2	-1.4	-2	6

An excerpt of these results, as labelled records.
mol: CCOc1ccc(N(CC(=O)NC2CCCC2)S(=O)(=O)c2c(C)[nH]c(=O)[nH]c2=O)cc1
  NPY2 pot ag = 1
  NPY-Y1 PAM-ag = 6
  EP2 mod = -1
  PGE2 EP2 inh = 5
  S1P4 antagonist = -5
  p97 ATPase inh = -2
  S1P4 agonist = 4.3
  eIF4E-4G inh = 1
  NPY Y1 blocker = 0

mol: Cc1cc(C)cc(N(C(=O)c2csnn2)C(C(=O)NC(C)(C)C)c2ccccn2)c1 (configuration not stated)
  NPY2 pot ag = 2
  NPY-Y1 PAM-ag = -3
  EP2 mod = -13
  PGE2 EP2 inh = 4
  S1P4 antagonist = -19
  p97 ATPase inh = -3
  S1P4 agonist = 0.9
  eIF4E-4G inh = 2
  NPY Y1 blocker = -2
